FN deposition inh – inhibitors of fibronectin matrix deposition, primary screen, AH1F cells, Alexa488-fibronectin fluorescence, plate reader; inhibition, % at 12.6 µM; AH1F fibroblasts, overnight; 350,000 compounds, 0.086% hits;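 active = mean inhibition across replicates of 30% or more, regardless of how many single replicates reach that level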;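 note: positive control wells lacked labelled fibronectin entirely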
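material = AH1F fibroblast monolayer depositing Alexa488-labelled fibronectin into matrix | amount = 10000 AH1F cells/well | buffer or medium = DMEM plus 2% serum, read in PBS | incubation = 1 h cell adhesion before compound, then overnight fibronectin incubation | detection = fluorescence at 485 nm excitation, 525 nm emission | evaluation = percent inhibition as loss of matrix-bound fibronectin fluorescence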
EWS-Fli block – EWS/Fli-driven NR0B1 reporter inhibitors, primary screen, A673 cells, NR0B1 luciferase, luminescence, MLPCN library; 350,000 compounds, 0.67% hits; viability-normalised; inhibition, % at 12.6 µM;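 active = mean inhibition of at least 50% after viability correction, with every replicate also passing that limit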;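 note: firefly luciferase signal divided by Alamar Blue viability fluorescence both relative to DMSO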
Xi reactivation – activators of inactive X chromosome reactivation, primary screen, imaging, XiGFP fibroblasts, GFP high-content imaging, set 2 | AID 743238, 2013 | activation, % at 7.58 µM | XiGFP mouse fibroblasts, % GFP-positive cells imaging, 3 d; cells co-treated with 5-aza-dC sensitizer; scaled so ellipticine positive control = 100% | 360,000 compounds, 0.055% hits;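 active = mean normalized replicate activation at least 10% and every replicate at or above 10%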;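 note: 0% = median of on-plate neutral control wells and 100% = ellipticine 6 µM median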
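Assay system – SV40-immortalized XiGFP fibroblast cells, line 68-5-11 · Buffer or medium – DMEM supplemented with 5-aza-dC as sensitizing agent · Dosing – one concentration, pinned · Benchmarks – positive control ellipticine, 6 µM final · Times – 3 days compound exposure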
esBAF inh – Bmi1 luciferase reporter increase in mESCs, primary screen, esBAF inhibitor project, mouse ES cells, Bmi1 luciferase knock-in, single point; 24 h; 100% = twice the neutral-well signal; reporter increase, % at 12.5 µM; 350,000 compounds, 2% hits; AID 602393, 2012; in the data active = activation above about 40%;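 note: 0% = median of the plate's neutral control wells and 100% = double that signal; a rise in the Bmi1 reporter signal indicates esBAF inhibition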
RAD52 inh – RAD52 DNA annealing inhibitors, primary screen, biochemical, FRET, single point, set 2; recombinant RAD52 DNA annealing, FRET fluorescence; DNA repair protein RAD52 homolog (Homo sapiens), P43351; inhibition, % at 18.7 µM; 360,000 compounds, 0.46% hits; AID 651710, 2012;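 active = every replicate showing at least 50% inhibition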
Target sequence (P43351 whole entry, looked up): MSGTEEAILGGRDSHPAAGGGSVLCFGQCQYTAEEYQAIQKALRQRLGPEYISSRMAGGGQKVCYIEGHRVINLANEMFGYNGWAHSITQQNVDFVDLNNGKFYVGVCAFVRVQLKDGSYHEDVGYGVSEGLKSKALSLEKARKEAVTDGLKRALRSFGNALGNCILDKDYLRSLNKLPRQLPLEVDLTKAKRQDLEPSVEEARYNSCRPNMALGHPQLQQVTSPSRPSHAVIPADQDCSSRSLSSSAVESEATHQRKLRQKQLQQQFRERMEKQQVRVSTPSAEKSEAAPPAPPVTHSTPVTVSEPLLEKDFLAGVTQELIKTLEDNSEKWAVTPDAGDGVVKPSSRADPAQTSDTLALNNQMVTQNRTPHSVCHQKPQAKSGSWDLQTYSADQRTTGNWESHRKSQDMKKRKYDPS
E-sel inducer – E-selectin induction in HUVECs, primary screen, imaging, HUVEC, immunofluorescence imaging, single point. P16581. normalized: neutral wells 0, TNF-alpha wells 100. activation, % at 7.58 µM. 260,000 compounds, 0.37% hits. AID 686992, 2013;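 active = mean E-selectin-positive cell signal at least 10% of the positive control, reached in at least 60% of replicates, without over 20% cell loss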;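 note: in these data hits start at about 27%; measured in HUVEC primary endothelial cells; signal is the percent of cells scored E-selectin positive by PE staining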
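System: HUVEC / Compound: single concentration / Signal: immunofluorescence imaging / Read-out: percent E-selectin-positive cells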
RAD54 inh – inhibitors of human RAD54 branch migration, primary screen, biochemical, fluorescence, single point; 360,000 compounds, 0.14% hits; AID 602329, 2012; DNA repair and recombination protein RAD54-like (Homo sapiens), Q92698; inhibition, % at 10.4 µM; RAD54 Holliday junction branch migration, FAM/BHQ fluorescence;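 active = mean normalized replicate activity at least 40 and at least half of replicates scoring 40 or more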;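 note: 0% = median of neutral control wells and 100% = median of positive control wells; inhibitors cause a drop in the FAM fluorescence signal; in these data hits start at about 50%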
S100A4 MyoIIA – inhibitors of S100A4-myosin IIA peptide binding, primary screen, biochemical, fluorescence polarization, TAMRA-MyoIIA peptide. Protein S100-A4 (Homo sapiens), P26447. inhibition, % at 10.7 µM. 360,000 compounds, 0.14% hits;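 active = mean inhibition of at least 70% across replicates, with every replicate also reaching that level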
Target sequence (P26447 whole entry, looked up): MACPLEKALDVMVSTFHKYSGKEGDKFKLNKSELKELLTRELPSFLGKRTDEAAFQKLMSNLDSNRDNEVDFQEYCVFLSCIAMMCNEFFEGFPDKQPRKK
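Assay system: human S100A4 monomer with TAMRA-labelled myosin IIA peptide / Buffer or medium: Calcium-containing HEPES buffer, pH 7.2 / Reagent: TAMRA-labelled myosin IIA heavy-chain peptide probe, 5 nM / Compound: one dose per compound / Timing: polarization read 5 min after assay mix addition, stable 5–60 min / Benchmarks: neutral control DMSO, positive control TFP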
Active calls of the source: *; nt = not tested or not shown; & = joins results of further samples; ! = not active in a repeat.

SMILES	FN deposition inh	EWS-Fli block	Xi reactivation	esBAF inh	RAD52 inh	E-sel inducer	RAD54 inh	S100A4 MyoIIA
CCN(CC)CCNC(=O)c1cc(-c2ccco2)nc2ccccc12	nt	10	0.2	nt	78*	nt	nt	2
CCc1nc(NCc2cccs2)c2nnn(Cc3ccccc3)c2n1	3	7	-0.1	-1	-25	-0.2	-16	-2
CC(C)C#Cc1ccc2c(c1)O[C@H](CN(C)C(=O)c1cnccn1)[C@@H](C)CN([C@@H](C)CO)S2(=O)=O	2	6	0.0	6	6	0.0	-11	-5
CN1CCN(c2ccc(CNC(=O)C3(C)Cc4c(-c5ccc(C(N)=O)cc5)ccnc4O3)cc2)CC1 (configuration not stated)	-18	-5	-0.1	-15	2	0.3	2	0
Cc1ccc(-c2ccc3c(c2)O[C@@H](CN(C)Cc2ccccc2)[C@H](C)CN([C@@H](C)CO)S3(=O)=O)cc1	-2	28	-0.2	-3	5	0.0	-8	-9
COc1ccccc1C(=O)NNC(=O)Cc1ccccc1	-1	-7	0.0	3	-9	0.2	-4	-3
CO/N=C(/CS(=O)Cc1ccccc1Cl)c1ccc(Cl)cc1Cl (configuration not stated)	nt	5	nt	6	4	nt	9	5
O=C(NCCc1ccncc1)[C@@H]1[C@@H](CO)[C@@H]2Cn3c(ccc(-c4ccccc4)c3=O)[C@H]1N2	nt	-5	0.0	-4	-2	0.4	4	1
COc1ccccc1CNC(=O)C[C@@H]1C[C@H]2c3cc(NC(=O)CN(C)C)ccc3O[C@H]2[C@@H](CO)O1	nt	-1	0.2	0	5	-0.2	-13	-7
C[C@H]1CN([C@@H](C)CO)C(=O)c2cc(NC(=O)Cc3ccccc3)ccc2O[C@@H]1CN(C)Cc1ccc(C(F)(F)F)cc1	nt	-1	0.2	-5	13	-1.1	4	0
CCc1ccc(S(=O)(=O)n2c(C)nc3ccccc32)cc1	0	5	0.3	-2	-11	nt	-5	-2
COCC(=O)Nc1ccc2c(c1)[C@H]1C[C@H](CC(=O)N3CCc4ccccc4C3)O[C@@H](CO)[C@H]1O2	nt	-7	0.0	5	5	0.1	-1	-18
Nc1cccc2c1C(=O)N(C(=O)/C=C/c1cccc(Br)c1)C2=O	0	-1	-0.1	5	-45	-0.1	-6	-3
COc1ccc(NC(=O)Nc2cccc3c2O[C@@H](CN(C)S(=O)(=O)c2ccc(Cl)cc2)[C@H](C)CN([C@H](C)CO)C3=O)cc1	nt	-9	-0.1	3	-9	1.8	5	4
C[C@H](CO)N1C[C@H](C)[C@@H](CN(C)Cc2ccncc2)Oc2ccc(NC(=O)Cc3ccccc3)cc2C1=O	nt	-2	0.4	1	10	nt	4	-5

Quoted from the listing.
S100A4 MyoIIA result of COc1ccc(NC(=O)Nc2cccc3c2O[C@@H](CN(C)S(=O)(=O)c2ccc(Cl)cc2)[C@H](C)CN([C@H](C)CO)C3=O)cc1 is entered as 4
RAD52 inh result of CN1CCN(c2ccc(CNC(=O)C3(C)Cc4c(-c5ccc(C(N)=O)cc5)ccnc4O3)cc2)CC1 (configuration not stated) is entered as 2

Returning to the listing, repeating the four entries before the break.
SMILES	FN deposition inh	EWS-Fli block	Xi reactivation	esBAF inh	RAD52 inh	E-sel inducer	RAD54 inh	S100A4 MyoIIA
COCC(=O)Nc1ccc2c(c1)[C@H]1C[C@H](CC(=O)N3CCc4ccccc4C3)O[C@@H](CO)[C@H]1O2	nt	-7	0.0	5	5	0.1	-1	-18
Nc1cccc2c1C(=O)N(C(=O)/C=C/c1cccc(Br)c1)C2=O	0	-1	-0.1	5	-45	-0.1	-6	-3
COc1ccc(NC(=O)Nc2cccc3c2O[C@@H](CN(C)S(=O)(=O)c2ccc(Cl)cc2)[C@H](C)CN([C@H](C)CO)C3=O)cc1	nt	-9	-0.1	3	-9	1.8	5	4
C[C@H](CO)N1C[C@H](C)[C@@H](CN(C)Cc2ccncc2)Oc2ccc(NC(=O)Cc3ccccc3)cc2C1=O	nt	-2	0.4	1	10	nt	4	-5
O=C(c1ccc(S(=O)(=O)N2CCCCC2)cc1)N(c1ccccn1)C1CCCCC1	3	10	0.2	-1	-8	-0.3	nt	-1
O=C(O)c1cc(Cl)c(Cl)cc1C(=O)Nc1cccnc1	1	-1	0.0	nt	5	2.3	nt	-1
CCOc1ccc(CN(C)C(=O)CNC(=O)c2cc(OC)c(OC)c(OC)c2)cc1	-5	6	0.0	-6	-4	-0.3	5	0
COc1ccc(S(=O)(=O)N(C)C[C@H]2Oc3c(NS(=O)(=O)c4cn(C)cn4)cccc3C(=O)N([C@@H](C)CO)C[C@@H]2C)cc1	nt	-3	0.1	2	-13	-0.1	0	-27
CCC(=O)N[C@@H]1CC[C@@H](CC(=O)NCc2ccccc2F)O[C@@H]1CO	4	-2	0.5	3	-10	2.7	6	2
COc1ccccc1N(C)S(=O)(=O)c1ccc(C)c(C(=O)NCc2ccccn2)c1	5	12	0.1	17	-8	-0.2	3	19
CCOC(CNC(=O)C(=O)NCC(c1ccco1)N1CCN(c2ccc(OC)cc2)CC1)OCC (configuration not stated)	-6	3	0.0	-8	-5	nt	-15	2
CC(C)(C(=O)N1CCC1(C)C(=O)NS(=O)(=O)c1ccc(Cl)s1)c1ccccc1 (configuration not stated)	10	-4	0.0	-3	-10	-0.9	12	-3
COc1ccc(S(=O)(=O)/C(C#N)=C/Nc2cccc(OC)c2)cc1	2	0	0.3	7	-20	-0.1	0	0
CCC(=O)N1C[C@@H](C)[C@@H](OC)CN(C)C(=O)c2cc(NC(=O)c3cnccn3)ccc2OC[C@@H]1C	6	3	0.0	-2	-5	-0.1	-3	9
Cc1ccccc1NS(=O)(=O)c1ccc(C(=O)N2CCCC2)cc1	-5	2	0.0	-4	-8	-0.3	-6	0
Cc1ccc(S(=O)(=O)N[C@H](C(=O)OCC(=O)NC(=O)C2CCCCC2)C(C)C)cc1	-1	-5	0.2	5	-5	1.3	5	1
C[C@H]1CN([C@@H](C)CO)C(=O)CCCn2cc(nn2)CO[C@@H]1CN(C)C(=O)Nc1ccc(N2CCN(C)CC2)cc1	-2&0	0&2	-0.1&0.1	-1&-6	55*!	0.0	-9&0	-2&11
CCCN(C)C[C@@H]1OCCCC[C@@H](C)Oc2ccc(NS(=O)(=O)c3cccs3)cc2C(=O)N([C@@H](C)CO)C[C@@H]1C	nt	4	-0.4	-9	12	-0.7	-3	-12
Cc1onc(-c2c(Cl)cccc2Cl)c1C(=O)Nc1ccc(N2CCOCC2)cc1	-9	-5	0.1	-6	-6	7.9	10	-1
CC1=C(C(=O)OCCOC(C)C)C(c2cccc3ccccc23)NC(=O)N1 (configuration not stated)	-3	20	-0.1	8	-5	nt	9	0
COc1ccc(/C=C/C(=O)OCC(=O)N2c3ccccc3CC2C)c(OC)c1 (configuration not stated)	-9	-2	0.1	0	-11	1.4	-6	-3
C[C@H](CO)N1C[C@H](C)[C@@H](CN(C)Cc2cncnc2)Oc2cc(Br)ccc2S1(=O)=O	5	8&2&10	-0.2&0.0	-5&3&6	5&-2&5	0.1&0.0	-3&2&-10	0&-4&-11
CCOc1ccc(C(=O)OCC(=O)N2CCCC2)cc1OCC	3	-1	0.1	-7	-8	0.1	-5	-3
CCC/C(O)=C1\C(=O)CC(c2ccccc2)CC1=NCCc1c(C)[nH]c2ccc(C)cc12 (configuration not stated)	2	14	0.1	-8	-18	-0.6	-2	-5
O=c1c2ccccc2oc2cc(NCCCN3CCOCC3)ccc12	6	-146	-0.1	43*	29	-0.1	66*	-3
O=C(NC1CCCC1)[C@@H]1CCCN1C(=O)[C@@H](NS(=O)(=O)c1ccc(F)cc1F)c1ccccc1	9	3	0.0	nt	7	0.1	nt	-15
C/C=C/c1ccc([C@@H]2[C@@H](CO)N3CCCCN(S(=O)(=O)c4ccccc4)C[C@@H]23)cc1	nt	5	0.1	nt	-37	-0.5	5	-5
O=C(NC(=S)Nc1ccccc1Br)c1cccnc1	-5	-1	0.0	8	0	nt	0	6
Cc1ccc(S(=O)(=O)Oc2cc(N)c3c(n2)CCC3)cc1	8	-23	0.0	3	-3	nt	1	-6
CNC[C@H]1Oc2ccc(NC(=O)Nc3ccc(C(F)(F)F)cc3)cc2CC(=O)N([C@H](C)CO)C[C@@H]1C	-7	-4	-0.3	-4	7	0.0	7	9
CN1CCN(C(=O)c2cc3nc(-c4ccco4)cc(C(F)(F)F)n3n2)CC1	nt	-3	0.5	nt	-6	nt	nt	1
O=C(N/N=C/c1ccc(OC(=O)c2cccs2)cc1)c1cccc(F)c1	nt	-23	nt	23	6	nt	5	-4
CN(C)S(=O)(=O)c1cccc(NC(=O)COC(=O)c2cc(=O)c3ccccc3o2)c1	-10	2	0.0	6	-17	0.7	1	3
CN(C)c1ccc(-n2cccc2/C=C2/SC(=Nc3ccc(F)cc3)NC2=O)cc1	nt	5	nt	0	-95	nt	-10	-10
Cc1cccc(C(=O)Nc2ccc(N3CCN(S(C)(=O)=O)CC3)cc2)c1	3	-102	0.3	31	-4	nt	nt	4
O=c1c2ccccc2n2c(-c3ccc(F)cc3)nnc2n1Cc1ccccc1	1	-20	0.0	nt	-10	-2.4	nt	-12
O=C(C[C@@H]1C=C[C@H](NS(=O)(=O)c2ccccc2)[C@H](CO)O1)N1CCC(Cc2ccccc2)CC1	nt	0	-0.7	nt	5	-0.1	nt	-32
Cc1n[nH]c(C)c1S(=O)(=O)N1CCN(S(=O)(=O)c2ccccc2C#N)CC1	-1	4	0.3	2	-4	nt	2	-3
CC(C)(C)c1ccc(C(=O)NCc2ccccc2)cc1	nt	-32	0.0	nt	-1	nt	nt	-3
CC(=O)c1cc(-c2ccccc2)n(CC(=O)Nc2cccc(C)c2C)c1C	-2	8	0.3	nt	2	0.0	nt	4
O=C(N=Nc1c(O)[nH]c2ccccc12)c1ccccc1NS(=O)(=O)c1cccs1	6	-2	0.6	nt	7	0.4	nt	-2

Marked active in esBAF inh (from the list above):
| molecule | esBAF inh | RAD52 inh | S100A4 MyoIIA |
| --- | --- | --- | --- |
| O=c1c2ccccc2oc2cc(NCCCN3CCOCC3)ccc12 | 43* | 29 | -3 |
